APP 5'UTR act: APP 5'UTR luciferase reporter activation | SH-SY5Y APP 5'UTR luciferase reporter, luminescence; zero percent = DMSO vehicle wells | activation, % at 2 µM | actives 1% (n = 190,000) | AID 1276;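 active = activation above a set limit, based on mean plus 3 SD of controls, cut at about 140% in these data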; note: values of inactives mirror those of a sister screen read the other way
STAT1 activator: increases IFN-gamma driven STAT1 reporter signal | actives 2.6% (n = 200,000) | NIH 3T3 STAT1-luciferase reporter, luminescence; 100% = IFN-gamma alone, no compound | activation (% of control), % at 5.5 µM;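 active = activation above the screen-wide mean activation plus 3 SD, cut at about 130% in these data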;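 note: raw ratio to IFN-gamma control signal so 100% means no change and 0% no light; values of inactives mirror those of a sister screen read the other way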
FLuc inhib CS: Photinus pyralis luciferase inhibition counter-screen | P08659 | ATPLite firefly luciferase biochemical luminescence, 10 min | inhibition, % at 10 µM | actives 1.5% (n = 200,000) | AID 1006;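 active = inhibition above about 50% when tested at 10 µM, limit read from the data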
Target sequence (P08659 whole entry, looked up): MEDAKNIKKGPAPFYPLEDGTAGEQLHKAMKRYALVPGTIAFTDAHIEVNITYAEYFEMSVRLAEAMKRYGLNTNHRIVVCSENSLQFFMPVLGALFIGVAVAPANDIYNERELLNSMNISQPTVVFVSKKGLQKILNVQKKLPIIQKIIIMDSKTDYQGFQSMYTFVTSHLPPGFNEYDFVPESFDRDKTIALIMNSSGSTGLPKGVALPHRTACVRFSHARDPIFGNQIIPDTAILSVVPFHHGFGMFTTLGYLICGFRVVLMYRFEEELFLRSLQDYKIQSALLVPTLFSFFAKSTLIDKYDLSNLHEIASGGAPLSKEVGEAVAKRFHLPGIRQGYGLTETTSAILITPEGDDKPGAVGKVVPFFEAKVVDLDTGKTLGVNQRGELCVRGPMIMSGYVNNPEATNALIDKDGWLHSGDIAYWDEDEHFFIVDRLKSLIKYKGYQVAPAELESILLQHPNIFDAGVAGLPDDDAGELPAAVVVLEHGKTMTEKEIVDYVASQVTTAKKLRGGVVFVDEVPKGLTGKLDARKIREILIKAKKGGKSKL
G6PDH CS: inhibits Leuconostoc G6PDH, flagging false hits in G6PDH-based assays | Purified L. mesenteroides G6PDH, diaphorase/resazurin coupled fluorescence, 45 min | inhibition, % at 5 µM | actives 0.12% (n = 200,000) | AID 1020; in the data active = inhibition above about 50%
FLuc act counter: firefly luciferase counter-screen for stimulation assays. P08659. ATPlite luciferase biochemical, luminescence, 10 min; 0 = ATP-free wells, 1 = DMSO control. 200,000 tested, under 10 active. AID 1027. activation factor at 10 µM;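 active = luciferase activation factor, scaled between plate controls, of at least 2 with compound at 10 µM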
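Assay system: Luciferase/luciferin detection reagent, cell-free biochemical luciferase assay / Read-out: luciferase activation / Benchmarks: No-ATP low control, compound-free enzyme-plus-ATP high control / Medium: PBS buffer for ATP / Detection: luminescence measurement of luciferase light output / Schedule: 10 min at ambient temperature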
Diaph act CS: counter-screen for diaphorase-based assays: diaphorase activators and chemical reducers; Diaphorase/resazurin coupled assay, resorufin fluorescence, 16 min; hits give high values; 1 = vehicle wells, 0 = NADH-free wells; activation factor at 20 µM; actives 0.005% (n = 190,000); AID 1229;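 active = diaphorase activity raised at least twofold by the compound at 20 µM; inactive = activation factor below 2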
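Assay system: bacterial diaphorase enzyme (C. kluyveri) / Input: enzyme 0.07 U/mL final / Medium: 50 mM HEPES pH 7.4 with 4.542 mM MgCl2, 0.005% Tween 20 / Doses: single compound dose of 20 µM, 1% DMSO final / Incubation: 16 min enzyme reaction, ambient temperature / Signal: fluorescence, excitation 544 nm and emission 590 nm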
NF-kB neuron act: NF-kB expression increase, human neuronal cells. NF-kB reporter expression; hits give high values. fold change at 12.5 µM. actives 1.6% (n = 190,000); in the data active = fold change above about 3.3
TLR4-MyD88 BLA: inhibitors of human TLR4-MyD88 binding; O00206+Q99836; HeLa CL3-4 TLR4/MyD88 BLA complementation, FRET ratio; inhibition, % at 8.4 µM; actives 0.18% (n = 200,000); AID 861; in the data active = inhibition above about 25%;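 note: 0% = vehicle and 100% = reference inhibitor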
Diaph inh CS: counter-screen for diaphorase-based assays: diaphorase inhibitors and chemical oxidizers; diaphorase resazurin-to-resorufin fluorescence, NADH, 16 min; bacterial (C. kluyveri) enzyme, not human; inhibition, % at 20 µM; AID 1217; actives 0.69% (n = 190,000);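 active = primary screen inhibition at 20 µM above a set limit, cut at about 50% in these data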;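 note: plate controls were DMSO with full reaction for no effect and wells lacking NADH for full effect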
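System: Diaphorase enzyme from Clostridium kluyveri | Amount: Enzyme working solution with 0.14 U/mL diaphorase | Benchmarks: No-NADH positive control and DMSO neutral control | Signal: Fluorescence of resorufin formed from resazurin, Ex 544/Em 590 nm | Schedule: 16-min room-temperature incubation before reading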
APP transl inh: APP translation inhibition; inhibition, % at 2 µM; actives 0.82% (n = 190,000); SH-SY5Y APP 5'UTR-luciferase reporter, luminescence;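 active = inhibition above a set limit, derived from the sample mean plus 3 SD, cut at about 45% in these data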; note: values of inactives mirror those of a sister screen read the other way
Starred values were filed as active, the others as inactive; . = no result given.

SMILES	APP 5'UTR act	STAT1 activator	FLuc inhib CS	G6PDH CS	FLuc act counter	Diaph act CS	NF-kB neuron act	TLR4-MyD88 BLA	Diaph inh CS	APP transl inh
CN(C)S(=O)(=O)c1cc(C(=O)OCCn2cnc3c2c(=O)n(C)c(=O)n3C)ccc1Cl	-1	94	-6	2	1.1	1	0.84	-5	0	1
CCCC1=C(C(=O)OCC)C(c2c(C)nn(-c3ccccc3)c2Cl)C(C#N)=C(N)O1 (stereo unspecified)	-17	92	-1	10	1	0.9	0.72	-1	7	16
Cc1ccc(Cc2nc(-c3cccnc3)no2)cc1	-13	103	-3	9	1	1	1.4	20	-2	13
CCOc1ccc(/C=C/C(O)=C2/C(=O)NC3(C)CC2c2ccccc2O3)cc1OC (stereo unspecified)	-36	97	-2	5	1	1.1	1.1	7	-9	36
Cc1nn(-c2ccccc2)c(Cl)c1C(=O)Nc1c(C)n(C)n(-c2ccccc2)c1=O	3	102	-2	3	1	1	0.92	3	1	-3
COCCNC(=O)c1ccccc1NC(=O)c1ccccc1SC	23	100	-1	23	1	1	1	1	4	-23
CCOC(=O)N1CCN(C(=O)CSc2ccc(-c3ccc(OC)cc3)nn2)CC1	2	101	58*	1	0.4	1	0.99	-2	-2	-2
Nc1c([N+](=O)[O-])c(=O)oc2ccccc12	8	98	-6	5	1.1	0.8	1.2	-8	21	-8
COc1cc(OC)cc(-c2nc(-c3ccccc3)no2)c1	.	121	4	-4	1	0.8	2.1	2	18	-35
NC(=O)CC[C@@H]1NC(=O)[C@H](Cc2ccc(O)cc2)NC(=O)c2cc([N+](=O)[O-])cc(F)c2OCC[C@@H](C(N)=O)NC1=O	-12	106	-4	5	1	0.9	1.1	5	11	12
Cc1cc(S(=O)(=O)Nc2nc(CN3CCOCC3)nc3sc4c(c23)CCCC4)ccc1F	6	97	-4	2	1	0.9	2.4	-7	5	-6
Cn1nnnc1SCCNCC#Cc1ccccc1	3	97	-1	6	1	0.9	1	5	10	-3
Cc1occc1-c1nnc(SCC(=O)Nc2ccc(F)cc2)n1Cc1ccccc1	6	86	-5	0	1	0.8	1.2	3	17	-6
CC(C)n1nnc2c(=O)oc3ccccc3c21	17	102	-11	10	1.1	0.9	1.1	4	6	-17
COc1ccccc1N1CCN(c2ccc([N+](=O)[O-])cc2Cl)CC1	0	95	-2	5	1	1	1.2	8	4	0
CC(C)c1ccc(NC(=O)CCCN2C(=S)NC(C)(C)CC2C)cc1 (stereo unspecified)	20	100	-4	-2	1	0.9	0.84	-5	6	-20
CC1(C)Oc2ccc3ccc(=O)oc3c2-c2cnoc21	-12	105	-1	19	1	0.9	0.93	-1	8	12
Cc1cc(C)nc(SCc2nc3ncccn3c2Br)n1	1	103	-4	1	1	0.9	1.1	4	10	-1
Cc1ccc(-c2cc(C(=O)NN=C3CCCC3)c3ccccc3n2)cc1	10	103	37	8	0.6	0.9	1.8	4	10	-10
CCC(C)C(=O)NCCc1ccc(S(N)(=O)=O)cc1 (stereo unspecified)	32	103	-2	0	1	0.9	1.2	4	8	-32
Cc1ccc(C2C3=C(Nc4[nH]n(-c5ccccc5)c(=O)c42)c2ccccc2C3=O)cc1 (stereo unspecified)	-5	98	5	10	1	0.8	0.9	-9	24	4

Only APP 5'UTR act, Diaph act CS and NF-kB neuron act, for six of the compounds above:
Structure	APP 5'UTR act	Diaph act CS	NF-kB neuron act
CC(C)c1ccc(NC(=O)CCCN2C(=S)NC(C)(C)CC2C)cc1 (stereo unspecified)	20	0.9	0.84
Cc1ccc(Cc2nc(-c3cccnc3)no2)cc1	-13	1	1.4
CC(C)n1nnc2c(=O)oc3ccccc3c21	17	0.9	1.1
CCC(C)C(=O)NCCc1ccc(S(N)(=O)=O)cc1 (stereo unspecified)	32	0.9	1.2
CC1(C)Oc2ccc3ccc(=O)oc3c2-c2cnoc21	-12	0.9	0.93
COc1cc(OC)cc(-c2nc(-c3ccccc3)no2)c1	.	0.8	2.1

3 entries from above, sorted by the value under STAT1 activator, low to high.
molecule	APP 5'UTR act	STAT1 activator	G6PDH CS	NF-kB neuron act	TLR4-MyD88 BLA	APP transl inh
Cc1occc1-c1nnc(SCC(=O)Nc2ccc(F)cc2)n1Cc1ccccc1	6	86	0	1.2	3	-6
CC(C)c1ccc(NC(=O)CCCN2C(=S)NC(C)(C)CC2C)cc1 (stereo unspecified)	20	100	-2	0.84	-5	-20
COc1cc(OC)cc(-c2nc(-c3ccccc3)no2)c1	.	121	-4	2.1	2	-35

A second format for three compounds above:
Nc1c([N+](=O)[O-])c(=O)oc2ccccc12
  APP 5'UTR act = 8	STAT1 activator = 98	FLuc inhib CS = -6	G6PDH CS = 5	FLuc act counter = 1.1	Diaph act CS = 0.8	NF-kB neuron act = 1.2	TLR4-MyD88 BLA = -8	Diaph inh CS = 21	APP transl inh = -8
COc1cc(OC)cc(-c2nc(-c3ccccc3)no2)c1
  APP 5'UTR act = .	STAT1 activator = 121	FLuc inhib CS = 4	G6PDH CS = -4	FLuc act counter = 1	Diaph act CS = 0.8	NF-kB neuron act = 2.1	TLR4-MyD88 BLA = 2	Diaph inh CS = 18	APP transl inh = -35
NC(=O)CC[C@@H]1NC(=O)[C@H](Cc2ccc(O)cc2)NC(=O)c2cc([N+](=O)[O-])cc(F)c2OCC[C@@H](C(N)=O)NC1=O
  APP 5'UTR act = -12	STAT1 activator = 106	FLuc inhib CS = -4	G6PDH CS = 5	FLuc act counter = 1	Diaph act CS = 0.9	NF-kB neuron act = 1.1	TLR4-MyD88 BLA = 5	Diaph inh CS = 11	APP transl inh = 12

Rows are unselected; overall some 5.6% were active at least once.
